Fluor 339 460: intrinsic fluorescence of library compounds, ex339/em460 – biochemical, MLSMR library, data from DPM-DC assay, artefact control, profiling panel | compound autofluorescence, ex339/em460 nm, NADH buffer; active compounds read high; 1 = no-compound wells, NADH background | fluorescence fold increase at 10 µM | 5.5% of 65,000 active | AID 709;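 active means at 10 µM, mean starting fluorescence two-fold or more over control wells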;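 further: signal is the first read of a kinetic run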
ROCK2 blocker: ROCK2 (human) kinase inhibition | O75116 | purified ROCK2, Kinase-Glo ATP depletion luminescence | inhibition, % at 6 µM | 0.35% of 60,000 active;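 active means inhibition above the screen-wide mean inhibition plus 3 SD, cut at about 18% in these data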;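 further: plate controls were DMSO wells for no effect and Y-27632 control wells after no-enzyme background subtraction for full effect; many of its hits are not listed in these tables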
Target sequence (O75116 whole entry, looked up): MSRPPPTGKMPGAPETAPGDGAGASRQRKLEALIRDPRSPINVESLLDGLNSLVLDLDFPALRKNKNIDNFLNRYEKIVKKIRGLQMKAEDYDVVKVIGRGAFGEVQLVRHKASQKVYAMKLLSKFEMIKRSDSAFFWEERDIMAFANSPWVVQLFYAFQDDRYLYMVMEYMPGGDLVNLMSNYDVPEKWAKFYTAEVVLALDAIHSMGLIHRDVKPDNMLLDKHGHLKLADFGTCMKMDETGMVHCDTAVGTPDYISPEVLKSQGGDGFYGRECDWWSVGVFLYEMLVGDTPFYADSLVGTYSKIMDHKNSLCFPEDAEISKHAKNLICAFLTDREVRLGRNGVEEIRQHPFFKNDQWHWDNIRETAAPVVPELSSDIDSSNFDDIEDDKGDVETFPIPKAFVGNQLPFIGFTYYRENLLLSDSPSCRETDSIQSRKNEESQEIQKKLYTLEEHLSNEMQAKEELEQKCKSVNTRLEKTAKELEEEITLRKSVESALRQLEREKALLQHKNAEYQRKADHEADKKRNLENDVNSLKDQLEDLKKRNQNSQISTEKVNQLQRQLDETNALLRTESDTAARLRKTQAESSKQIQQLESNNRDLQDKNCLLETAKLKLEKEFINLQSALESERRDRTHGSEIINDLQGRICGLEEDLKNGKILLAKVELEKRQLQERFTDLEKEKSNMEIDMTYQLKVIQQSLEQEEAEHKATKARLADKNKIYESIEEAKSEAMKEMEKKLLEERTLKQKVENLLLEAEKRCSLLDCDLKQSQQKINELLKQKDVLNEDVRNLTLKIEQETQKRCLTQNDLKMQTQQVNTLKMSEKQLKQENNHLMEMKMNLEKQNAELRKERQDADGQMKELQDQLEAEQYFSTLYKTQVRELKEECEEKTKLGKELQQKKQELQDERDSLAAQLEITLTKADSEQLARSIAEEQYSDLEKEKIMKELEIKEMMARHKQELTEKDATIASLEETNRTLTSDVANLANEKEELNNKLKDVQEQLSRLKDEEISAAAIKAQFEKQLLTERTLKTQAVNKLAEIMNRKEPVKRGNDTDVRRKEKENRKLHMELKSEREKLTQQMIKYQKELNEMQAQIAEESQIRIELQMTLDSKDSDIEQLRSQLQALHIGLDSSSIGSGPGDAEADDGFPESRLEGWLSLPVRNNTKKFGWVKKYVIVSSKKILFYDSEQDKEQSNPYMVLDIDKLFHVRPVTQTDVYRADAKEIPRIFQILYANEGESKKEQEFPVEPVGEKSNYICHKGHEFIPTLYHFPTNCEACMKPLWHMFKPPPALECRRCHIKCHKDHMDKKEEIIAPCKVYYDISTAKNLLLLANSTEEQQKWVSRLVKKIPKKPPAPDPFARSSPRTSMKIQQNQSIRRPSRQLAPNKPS
NADH enzymes: inhibitors of enzymes used to reach an NAD/NADH endpoint | IC50, µM (top dose mostly 10 µM), without a hit: at the highest dose inhibition | AID 774 | 0.02% of 65,000 active | coupled PK/LDH NADH assays, four targets;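 active means single-dose screening hits from any of four coupled enzyme assays that gave an IC50 when retested across doses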;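 further: the DPM-DC format reads NADH fluorescence rather than 340 nm absorbance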
Ecoli tolC: growth inhibitors of E. coli BW25113 tolC mutant; growth inhibition, % at 10 µM (by protocol); 2.2% of 65,000 active; OD615;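 active means growth inhibition at or above a cutoff equal to the mean over every tested compound plus 3 SD, cut at about 60% in these data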;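 further: growth measured after 20 h incubation at 37 °C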
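Signal: optical density read at 615 nm; Assay system: E. coli ΔtolC::kan strain BW25113; Times: 20 h incubation with compound, 37 °C; Dosing: 10 µM final, single dose.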
PKA kinase inh: blocks human protein kinase A activity; inhibition, % at 6 µM; 0.1% of 65,000 active; P17612; PKA Kemptide phosphorylation, Kinase-Glo ATP luminescence;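 active means inhibition above the screen-wide mean inhibition plus 3 SD, cut at about 21% in these data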; further: many of its hits are not listed in these tables
HEK293 NFkB inh: lowers PMA/ionomycin-induced NF-kB signal in HEK293 cells. HEK-293 NF-kB luciferase reporter, luminescence. inhibition, % at 3 µM. 0.21% of 62,000 active. AID 465;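 active means inhibition above the mean of all tested compounds plus 3 SD, cut at about 40% in these data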;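 further: 0% = stimulated DMSO wells and 100% = 10 µM reference inhibitor 5653914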
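Material: HEK-293 cells with stable firefly luciferase reporter driven by four HIV NF-kB elements / Also added: PMA plus ionomycin mix as NF-kB-activating stimulus / Compound dosing: 3 µM once, 0.30% DMSO / Times: 1 h pretreatment, 16 h stimulation, 37 °C / Signal: luminescence / Evaluation: per-plate % inhibition versus controls / Benchmarks: DMSO and 10 µM reference inhibitor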
JNK3 inh: inhibitors of human JNK3 kinase; P53779; purified JNK3 kinase activity, HTS; inhibition, % at 8 µM; 0.61% of 60,000 active; in the data active means inhibition above about 17%;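 further: 0% = DMSO and 100% = reference inhibitor; many of its hits are not listed in these tables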
Abs 340nm: absorbance at 340 nm | 65,000 tested, under 10 active | fold change at 10 µM | compound absorbance at 340 nm, fold over control;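 active means at 10 µM dose, initial 340 nm absorbance at least 2 fold that of control wells; inactive means change under 2 fold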;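 further: initial absorbance extrapolated from kinetic A340 decline of NADH oxidation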
MMP13 inh: inhibitors of human MMP13. P45452. MMP-13 fTHP FRET cleavage, Mca fluorescence. inhibition, % at 4 µM. 0.07% of 65,000 active. AID 570;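 active means inhibition above the mean of compound-free control plate wells plus 3 SD, cut at about 14% in these data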;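 further: 0% = DMSO wells and 100% = wells with reference MMP-13 inhibitor after basal subtraction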
* hit, by the source's call; . = no result given; & = joins results of further samples; [ ] = dose if it differs, or a comment. An excerpt; rates above refer to the full screens.

Values run as follows: Fluor 339 460 | ROCK2 blocker | NADH enzymes | Ecoli tolC | PKA kinase inh | HEK293 NFkB inh | JNK3 inh | Abs 340nm | MMP13 inh
O=C1CCC(=O)c2oc3ccccc3c2N1
    1.3 | -2 | 9% | -6 | 4 | 15 | 0 | 1.1 | -3
CC(C)C(c1nnnn1Cc1ccc(F)cc1)N1CCN(Cc2ccc3c(c2)OCO3)CC1 (stereo unspecified)
    1.1 | 4 | 6% | 0 | 10 | 12 | 2 | 1 | 4
O=C(OCC(=O)N1CCCCCC1)c1cccs1
    1 | -2 | 4% | -5 | -3 | 1 | -7 | 0.97 | 2
COc1ccccc1N1CCN(C(=O)CCc2ccc(S(=O)(=O)NCC(C)C)cc2)CC1
    1.1 | -2 | 7% | 11 | -2 | 2 | -7 | 1 | 5
O=C(CNS(=O)(=O)c1cccs1)N1CCCC1
    1.1 | -5 | 3% | -10 | -9 | 19 | -4 | 1 | 0
COc1ccc(N2C(=O)CCC(C(=O)Nc3ccccn3)C2c2ccc(OC)c(OC)c2)cc1 (stereo unspecified)
    0.92 | . | 2% | -9 | 4 | 12 | . | 1 | 8
COC(=O)CSc1nsc(SCC(=O)OC)c1C#N
    1.1 | 6 | 2% | -10 | 7 | 12 | 0 | 1 | 2
Cc1cccc2c(=O)cc(C)n(CC(=O)N3CCCCC3)c12
    1.1 | 4 | 6% | 0 | 5 | 7 | 1 | 1 | -8
CS(=O)(=O)N1CCCC(C(=O)NCCCN2CCN(Cc3ccccc3)CC2)C1 (stereo unspecified)
    1 | -1 | 6% | -15 | -1 | 7 | -1 | 0.99 | -9
COC(=O)Nc1nnc(-c2ccccc2Cl)s1
    2.9* | -4 | 7% | 18 | 1 | -20 | 1 | 1 | -24
O=C(Nc1nnc(-c2ccco2)s1)C1CC1
    1.4 | 0 | 9% | -20 | -2 | 11 | -5 | 1.1 | 3
Cc1oc(CC(C)C)c(CN2CCCC2)c1C(=O)O
    1.1 | 1 | 7% | . | 3 | 1 | -2 | 0.99 | 0
Cc1ccc(S(=O)(=O)NCc2ccco2)c(C)c1C
    1.1 | 5 | 10% | 20 | 5 | 3 | 2 | 0.99 | 4
O=C(c1ccco1)N1CCN(C(c2ccccc2Cl)c2nnnn2Cc2cccs2)CC1 (stereo unspecified)
    1.1 | 2 | 7% | 29 | 9 | 22 | 2 | 0.98 | 10
CC(C(=O)O)c1ccc(-c2ccccc2)c(F)c1 (stereo unspecified)
    1.1&1 | -3&-11 | 6%&2% | 3&19 | 1&-2 | -4 | 7&-5 | 1&1 | -5&-4
COc1ccccc1N1CCN(C(=O)CSc2nc(-c3ccco3)cc(C(F)(F)F)n2)CC1
    1.2 | 0 | 6% | 28 | 4 | 2 | -5 | 1.1 | -1
C/C(N)=C(/C#N)C(=O)CSc1n[nH]c(-c2ccccc2Br)n1
    1.1 | . | 4% | 2 | 10 | 10 | . | 0.97 | 6
CN(C)CCNC(=O)c1coc(=O)c(Br)c1
    3.7* | 7 | 10%[fluoresces] | -27 | 4 | 15 | 4 | 1.1 | -60[fluorescence artefact?]
COc1ccc(CNC(=O)CSc2nnc(C)s2)cc1
    1.1 | 2 | 0% | -13 | -3 | 3 | -1 | 1 | -4
NC(=O)c1ccsc1NC(=O)COC(=O)c1ccccc1NCc1ccco1
    2.1* | 1 | 0%[fluoresces] | 13 | 5 | 18 | 11 | 1.1 | -257[fluorescence artefact?]

The listing continues:
Values run as follows: Fluor 339 460 | ROCK2 blocker | NADH enzymes | Ecoli tolC | PKA kinase inh | HEK293 NFkB inh | JNK3 inh | Abs 340nm | MMP13 inh
CCCCCn1c(CCCNC(=O)CC)nc2ccccc21
    1.1 | 4 | 2% | -3 | 7 | 13 | 1 | 1 | -3
CCOC(=O)Cc1nnc(NC(=O)c2ncn[nH]2)s1
    1.1 | -8 | 2% | -14 | -8 | 17 | -1 | 1 | 5
C=CCN=C1SCC(=O)N1S(=O)(=O)c1ccc(C)cc1
    1 | 0 | 2% | -7 | 0 | 6 | -6 | 0.99 | 1
CCc1nc(N2CCCC(C)C2)c2oc3ccccc3c2n1 (stereo unspecified)
    1.3 | 5 | 10% | 100* | 5 | 1 | -4 | 1 | -4
CCOC(=O)c1csc(Nc2nc3ccc(F)cc3s2)n1
    1.2 | -1 | 2% | 88* | -3 | 10 | 0 | 1 | -1
Cc1[nH]c2ccccc2c1C(=O)CN1CCSCC1
    1.1 | -6 | 4% | 3 | 0 | 9 | -1 | 1.1 | -8
Cc1ccc(C(=O)COc2cccc(NC(=O)c3ccco3)c2)cc1
    1.2 | 0 | 3% | 26 | -1 | 15 | 1 | 1 | 4
O=C(Nc1ccc(S(=O)(=O)Nc2nccs2)cc1)C1CCCCC1
    1.1 | 6 | 7% | 11 | 10 | 12 | 0 | 1 | -2
COc1ccccc1-c1cc(C2CC2)nc(N)c1C#N
    2.1* | 7 | 7%[fluoresces] | 17 | 10 | -10 | 2 | 1.1 | -35
Cn1nc(-c2ccc(Cl)cc2)c2cc(C(=O)N3CCN(c4ccccn4)CC3)sc21
    1.1 | 0 | 1% | 20 | 5 | 20 | 6 | 1.1 | -4
O=C(NCc1ccccc1)c1cc(S(=O)(=O)N2CCC3(CC2)OCCO3)ccc1F
    1.1 | 5 | 2% | 11 | 8 | 6 | -4 | 1 | -1
COC(=O)CNc1nc(OC)nc(N(C)C)n1
    1.1 | 5 | 8% | -11 | 8 | 14 | 7 | 1 | 4
Cc1nc(N2CCCCC2)c2sc(=S)n(C)c2n1
    1 | 2 | 2% | -1 | 1 | 11 | -4 | 1.1 | -1
Cc1ccc(S(=O)(=O)C2(S(=O)(=O)c3ccc(C)cc3)CCCC2)cc1
    1.1 | 4 | 5% | 18 | -3 | 30 | 0 | 1 | 1
COc1ccc(C2C(C(=O)NCc3cccnc3)c3ccccc3C(=O)N2C)cc1OC (stereo unspecified)
    1.1 | . | 7% | -14 | -4 | 19 | . | 1 | 9
COc1ccc2[nH]cc(C(=O)CN(C)CCc3ccc(OC)c(OC)c3)c2c1
    1 | 4 | 3% | 7 | 4 | . | 1 | 1 | -3
O=C(NC1CCCCCC1)c1ccc(N2CCCC2=O)cc1
    1.1 | 1 | 8% | 2 | 4 | -18 | 2 | 1 | 0
CN(C)S(=O)(=O)N1CCN(S(=O)(=O)c2ccccc2)CC1
    1.1 | 0 | 6% | -20 | 1 | 17 | 6 | 1 | 2
COc1cccc(NC(=O)COc2ccc(N3CC(C(=O)NCC(C)C)CC3=O)cc2)c1 (stereo unspecified)
    1.1 | 4 | 2% | -7 | 9 | 16 | 13 | 1 | 9
COc1cccc(NC(=O)N2CCC(C(N)=O)(N3CCCCC3)CC2)c1
    1.1 | 6 | 5% | 7 | 6 | -7 | -1 | 1 | 0

Remaining list, next part
Values run as follows: Fluor 339 460 | ROCK2 blocker | NADH enzymes | Ecoli tolC | PKA kinase inh | HEK293 NFkB inh | JNK3 inh | Abs 340nm | MMP13 inh
CCOc1ccc(-n2nc(C(=O)NCCOC)c3ccccc3c2=O)cc1
    1.2 | 9 | 1% | 0 | 12 | -2 | 3 | 1.1 | -3
O=C(CC1CCCC1)NCCc1cn2ccccc2n1
    1.2 | -3 | 3% | -15 | 4 | 7 | 7 | 1 | -21
Cc1ccc2cc3c(NC(=O)c4ccco4)nn(CC(C)C)c3nc2c1
    3.9* | 3 | 3%[fluoresces] | -9 | 4 | 5 | -4 | 1 | -53[fluorescence artefact?]
COc1cc(-c2nc(-c3ccc(C)nc3OC)no2)cc(OC)c1OC
    1.1 | -5 | 0% | 3 | 1 | 13 | -6 | 1.1 | 1
CC(=O)NC(CC(=O)NCC(c1ccco1)N(C)C)c1ccccc1 (stereo unspecified)
    1.1 | . | 2% | -2 | 12 | 16 | . | 1 | 2
CC1=C(C(=O)N2CCc3ccccc32)C2(CCC(C)CC2)OC1=O (stereo unspecified)
    1.1 | 8 | 3% | 26 | 14 | -4 | -3 | 1 | 5
N#Cc1nc(-c2cccc3ccccc23)oc1N1CCCCC1
    3.7* | 8 | 10%[fluoresces] | -7 | 5 | -12 | 12 | 1 | -54[fluorescence artefact?]
CC1CN(C(=O)c2cc3cc(Cl)cc(Cl)c3oc2=O)CC(C)O1 (stereo unspecified)
    1.1 | 3 | 1% | -8 | 8 | 6 | 9 | 1 | -2
CCOC(=O)C1=C(C)NC(=O)N(C(C)=O)C1c1ccc(Cl)cc1 (stereo unspecified)
    0.77 | 5 | 4% | 12 | 10 | 18 | 1 | 1.1 | -8
COCCOC(=O)c1cc(C(=O)c2cc(F)ccc2O)coc1=N
    2.4* | 0 | 8% | 6 | 10 | 17 | 1 | 1 | -14
Cn1c(CCC(=O)Nc2ccc(N3CCOCC3)cc2)nc(=O)c2ccccc21
    1 | -1 | 4% | 0 | 0 | 17 | -2 | 1 | 2
CCOC(=O)c1ccccc1NC(=O)CC1SC(=NC)N(C)C1=O (stereo unspecified)
    1.1 | . | 3% | 6 | 6 | 20 | . | 1 | 0
Cc1n[nH]c(=O)nc1NCC1CCCO1 (stereo unspecified)
    1.1 | 6 | 1% | -10 | 2 | 8 | -3 | 1 | 0
Nc1ccn(-c2ccc(Cl)cc2)c(=O)c1
    1.1 | 1 | 1% | 9 | 7 | 19 | -1 | 1 | 6
Cn1cc(S(=O)(=O)N2CCN(c3cccc(C(F)(F)F)c3)CC2)c(=O)n(C)c1=O
    1 | -1 | 3% | -7 | 2 | 5 | 2 | 1.1 | 4
Cc1nc(N2CCN(c3ccccc3)CC2)c2c3c(sc2n1)CCC3
    1.1 | 5 | 4% | 34 | 6 | 10 | -1 | 1 | 4
CCOCC(=O)Nc1nc2c(s1)C(=O)CC(C)(C)C2
    1.1 | 3 | 4% | -8 | 3 | 4 | 1 | 1 | 2
O=C(O)c1cn(-c2ccccc2)nc1-c1ccncc1
    1.2 | 0 | 5% | 5 | 7 | -1 | 0 | 1.1 | -11
CCCCc1nc(N2CCOCC2)c(C#N)c2c1CCCC2
    1.8 | 3 | 6% | 27 | 4 | . | -4 | 1 | -31
Cc1c(Cl)cccc1N(CC(=O)O)S(C)(=O)=O
    1.1 | 7 | 2% | -12 | 5 | 8 | -2 | 1 | 4

In the list so far, 2 contain a CF3 group.
Values run as follows: Fluor 339 460 | ROCK2 blocker | NADH enzymes | Ecoli tolC | PKA kinase inh | HEK293 NFkB inh | JNK3 inh | Abs 340nm | MMP13 inh
COc1ccccc1N1CCN(C(=O)CSc2nc(-c3ccco3)cc(C(F)(F)F)n2)CC1
    1.2 | 0 | 6% | 28 | 4 | 2 | -5 | 1.1 | -1
Cn1cc(S(=O)(=O)N2CCN(c3cccc(C(F)(F)F)c3)CC2)c(=O)n(C)c1=O
    1 | -1 | 3% | -7 | 2 | 5 | 2 | 1.1 | 4

Additional results.
Values run as follows: Fluor 339 460 | ROCK2 blocker | NADH enzymes | Ecoli tolC | PKA kinase inh | HEK293 NFkB inh | JNK3 inh | Abs 340nm | MMP13 inh
O=C(NCC1CCCO1)c1ccc(COCC(F)(F)C(F)F)cc1 (stereo unspecified)
    1.2 | 7 | 1% | 2 | 3 | 1 | -3 | 1 | 2
Cc1cc(NC(=O)CSc2nc(-c3ccc(F)cc3)cs2)no1
    1.1 | 6 | 9% | -1 | 10 | 11 | -7 | 0.99 | 0
O=C(CS(=O)(=O)Cc1ccccc1)Nc1ncccn1
    1.1 | 6 | 0% | -4 | 13 | 11 | 2 | 1 | -5
CCC(=O)N1CCN(c2ccccc2NC(=O)COc2cc(C)ccc2C(C)C)CC1
    1.1 | 1 | 6% | 25 | 6 | 20 | 1 | 1 | 3

Source: PubChem BioAssay
